Source: PubChem BioAssay
TMEM16A_act = activators or potentiators of mouse TMEM16A chloride channel | HEK293 TMEM16A/YFP-H148Q/I152L, iodide quench fluorescence; stronger effect = lower value | AID 623877 | Q8BHY3 | actives 0.3% (n = 340,000) | B-score at 10 µM;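 active = fluorescence-ratio B-score plate-corrected deviation score at least 3 library SD below zero, with starting fluorescence score within 5 deviations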;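 also: channel opened by trigger with iodide after compound preincubation; score built on the fluorescence ratio of max minus min over baseline; more negative score means more quench and so TMEM16A activation or potentiation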
Target sequence (Q8BHY3 whole entry, looked up): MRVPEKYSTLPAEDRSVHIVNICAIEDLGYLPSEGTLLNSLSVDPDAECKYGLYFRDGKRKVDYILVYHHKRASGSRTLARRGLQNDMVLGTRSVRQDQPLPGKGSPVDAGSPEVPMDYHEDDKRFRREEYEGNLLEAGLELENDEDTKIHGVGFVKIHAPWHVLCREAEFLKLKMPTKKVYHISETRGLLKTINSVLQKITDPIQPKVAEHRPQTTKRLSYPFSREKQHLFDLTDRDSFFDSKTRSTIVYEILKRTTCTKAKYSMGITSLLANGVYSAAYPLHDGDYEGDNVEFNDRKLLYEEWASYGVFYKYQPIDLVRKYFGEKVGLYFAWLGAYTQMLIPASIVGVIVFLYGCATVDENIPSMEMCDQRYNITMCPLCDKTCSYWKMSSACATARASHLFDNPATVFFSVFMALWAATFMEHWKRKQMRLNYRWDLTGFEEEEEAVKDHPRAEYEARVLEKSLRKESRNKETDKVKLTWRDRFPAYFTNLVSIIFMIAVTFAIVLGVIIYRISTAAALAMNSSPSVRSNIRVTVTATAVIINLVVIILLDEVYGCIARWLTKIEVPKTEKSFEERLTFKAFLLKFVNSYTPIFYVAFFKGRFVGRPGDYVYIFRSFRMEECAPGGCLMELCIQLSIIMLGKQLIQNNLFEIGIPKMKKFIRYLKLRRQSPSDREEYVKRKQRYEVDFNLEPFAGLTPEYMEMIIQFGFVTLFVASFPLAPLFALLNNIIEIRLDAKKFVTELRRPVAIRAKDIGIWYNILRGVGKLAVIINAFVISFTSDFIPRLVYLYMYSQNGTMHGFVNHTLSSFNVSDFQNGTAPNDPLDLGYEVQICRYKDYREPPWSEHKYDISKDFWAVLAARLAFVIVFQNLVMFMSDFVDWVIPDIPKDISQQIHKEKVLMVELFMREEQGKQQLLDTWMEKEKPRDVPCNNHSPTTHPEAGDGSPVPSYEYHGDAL
hERG_protect = hERG (human) protection from proarrhythmic block. Q12809. activation (rescue from dofetilide block), less the hit threshold, % at 10 µM. actives 0.51% (n = 310,000). CHO-hERG, FluxOR thallium flux, dofetilide IC70 present;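 active = activation above the mean of controls blocked by dofetilide plus 5 SD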;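 also: thallium influx through hERG after potassium depolarization seen as dye fluorescence rise; in these data hits start at about 4.7%; inactives centre near -7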
KCNQ1_act = potentiates or activates the human KCNQ1 potassium channel. P51787. CHO-K1 KCNQ1, thallium flux FluxOR fluorescence; stronger effect = higher value. B-score at 10 µM. actives 0.35% (n = 310,000);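 active = fluorescence ratio B-score, a plate-corrected score, at least three library SD, with initial intensity B-score within 5 SD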
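Schedule – 37 °C overnight plating, 90-min dark dye load, 20-min compound pretreatment · System – stable KCNQ1 CHO-K1 line · Probe or stimulus – thallium- and potassium-containing depolarizing buffer · Measured by – kinetic FluxOR fluorescence, 10 s baseline plus 110 s post-stimulus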
TMEM16A_inh = blocks the mouse calcium-activated chloride channel TMEM16A. Q8BHY3. HEK293 TMEM16A/YFP iodide influx fluorescence, ionomycin. normalized B-score (activity score, 25-100; higher = stronger inhibition) at 10 µM. actives 1.2% (n = 310,000);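 active = ratio plate-corrected score three or more library SD toward inhibition, starting fluorescence score within five deviations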;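 also: score derived from kinetic fluorescence span divided by baseline fluorescence per well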
KCNQ1_inh = inhibitors of human KCNQ1 potassium channel. P51787. CHO-K1 KCNQ1, FluxOR thallium flux fluorescence; stronger effect = higher value. B-score at 10 µM. actives 1.3% (n = 310,000). AID 2642;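 active = compounds whose thallium flux B-score, printed positive for inhibition, exceeds three library SD while starting fluorescence stays within three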;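 also: channel opened by potassium depolarization with thallium stimulus after 20 min compound exposure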
HDAC3_inhib = blocks human histone deacetylase 3. O15379. recombinant HDAC3, fluorogenic peptide/trypsin coupled, fluorescence. inhibition, % at 8.3 µM. actives 0.15% (n = 320,000). AID 2718; in the data active = inhibition above about 26%, passing the limit was not always enough
DYRK1A_inh = Dyrk1A (rat) kinase inhibition. Q63470. ADP-Glo luminescence, NFATc1 peptide. inhibition, % at 12.5 µM. actives 0.43% (n = 310,000); in the data active = inhibition above about 50%;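 also: plate controls were vehicle with enzyme for no effect and no enzyme for full effect; many of its hits are not listed in these tables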
TRPC4_potent = TRPC4 (mouse) allosteric potentiation. B-score at 10 µM. HEK293 TRPC4beta/mu-opioid, DAMGO EC20, Fluo-4 Ca2+ flux; stronger effect = higher value. actives 0.42% (n = 310,000). AID 2227;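 active = B-score of calcium response area above 5 SD of library B-scores, with initial fluorescence ratio within 5 SD of library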;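 also: B-score of integrated fluorescence ratio over time as area under calcium response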
TRPC4_act = activators of mouse TRPC4 channel. Q9QUQ5. HEK293 TRPC4beta/mu-opioid, Fluo4 calcium fluorescence; stronger effect = higher value. B-score at 10 µM. actives 0.49% (n = 310,000). AID 2237;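 active = B-score above 5 SD of library B-scores, and initial fluorescence ratio not above library mean plus 5 SD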;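 also: positive B-score marks a calcium rise read as TRPC4 activation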
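Assay system: HEK293 stable line with TRPC4beta plus mu-opioid receptor. Times: dye 45 min RT, read 110 s. Measured by: kinetic Fluo4 calcium fluorescence. Measure: B score of integrated ratio. Controls: assay buffer as low control, maximal DAMGO as high control.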
KCNK3_inh = human KCNK3 channel inhibition, primary screen. CHO-KCNK3 thallium flux, FluxOR fluorescence; stronger effect = lower value. O14649. actives 0.84% (n = 340,000). B-score at 10 µM. AID 602410;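 active = B-score under library mean minus 4 SD, starting fluorescence ratio at most library mean plus 5 SD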;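 also: more negative B-score means stronger inhibition of thallium flux through KCNK3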
KCNK9_block = human KCNK9 channel inhibition; B-score at 10 µM; HEK293 KCNK9, FluxOR thallium flux fluorescence; stronger effect = lower value; actives 1.2% (n = 310,000); Q9NPC2;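 active = ratio B-score over 3 SD below the library mean, with starting fluorescence within 5 SD of its mean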;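 also: negative B-score means less thallium flux so channel inhibition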
The depositor's hits bear a star; i = inactive. Some of the compounds tested (hit frequency here may not be typical).

SMILES TMEM16A_act hERG_protect KCNQ1_act TMEM16A_inh KCNQ1_inh HDAC3_inhib DYRK1A_inh TRPC4_potent TRPC4_act KCNK3_inh KCNK9_block
O=C(CCN1CCN(CCO)CC1)N1c2ccccc2Sc2ccc(C(F)(F)F)cc21 i -5 i i i -7 -1 i i i i
